Source: PubChem
TCR-CD3 inh = inhibitors of human TCR-CD3 interaction; TAMRA-labeled TCR probe fluorescence, biochemical; inhibition, % at 9.4 µM; hit rate 0.37% among 360,000; in the data active = inhibition above about 19%;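 note: recombinant mutant TCR 2C K166C tagged with TAMRA read by polarization; 0% = receptor in buffer alone and 100% = receptor with positive control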
ABHD4 inh = inhibitors of mouse ABHD4 | Q8VD66 | purified mABHD4, FP-Rh probe fluorescence polarization | inhibition, % at 8.92 µM | hit rate 0.54% among 370,000 | AID 720543;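 active = inhibition exceeding the mean over every tested compound plus 3 SD, cut at about 30% in these data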;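 note: 0% = plate median of compound wells and 100% = S159A mutant with DMSO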
Target sequence (Q8VD66 whole entry, looked up): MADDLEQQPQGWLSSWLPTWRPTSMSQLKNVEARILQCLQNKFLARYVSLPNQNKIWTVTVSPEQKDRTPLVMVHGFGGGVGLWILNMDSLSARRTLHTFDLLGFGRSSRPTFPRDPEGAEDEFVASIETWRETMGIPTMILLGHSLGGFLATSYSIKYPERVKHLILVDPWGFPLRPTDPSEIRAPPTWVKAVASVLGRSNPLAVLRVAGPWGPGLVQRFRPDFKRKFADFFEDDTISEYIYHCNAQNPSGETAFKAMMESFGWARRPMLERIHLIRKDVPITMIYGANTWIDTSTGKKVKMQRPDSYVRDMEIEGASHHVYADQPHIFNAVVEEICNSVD
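assay system = mABHD4 protein | compound dosing = single nominal dose of 8.92 µM, 0.89% DMSO final | read-out basis = percent inhibition of probe binding, normalized to plate controls | schedule = Enzyme–compound pre-incubation 45 min, then probe 60 min, both 25 °C | detection = fluorescence polarization, excitation 525 nm, emission 598 nm, BODIPY TMR filters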
TDP2 absorb = TDP2 (human) inhibition, absorbance primary screen; AID 720702; recombinant TDP2, T5PNP hydrolysis, p-nitrophenol absorbance 415 nm; O95551; inhibition, % at 12.8 µM; hit rate 0.34% among 370,000;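 active = inhibition above the mean of all tested compounds plus 3 SD, set per campaign, cut at about 25% in these data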;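 note: 0% = DMSO with enzyme and 100% = buffer with substrate but no TDP2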
Target sequence (O95551 whole entry, looked up): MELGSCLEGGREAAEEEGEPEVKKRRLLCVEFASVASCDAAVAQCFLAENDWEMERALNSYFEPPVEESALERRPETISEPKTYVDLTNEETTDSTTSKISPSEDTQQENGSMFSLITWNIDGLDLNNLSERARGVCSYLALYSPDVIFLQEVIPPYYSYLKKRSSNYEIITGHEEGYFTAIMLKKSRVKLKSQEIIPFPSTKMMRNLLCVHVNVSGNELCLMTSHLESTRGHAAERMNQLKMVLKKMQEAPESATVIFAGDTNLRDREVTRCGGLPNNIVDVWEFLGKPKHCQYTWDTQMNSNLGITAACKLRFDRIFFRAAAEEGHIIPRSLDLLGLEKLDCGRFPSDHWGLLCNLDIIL
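Test system: human TDP2 enzyme; Input: 120 nM TDP2 per well; Buffer or medium: Mg2+-containing Tris-HCl buffer, pH 7.5; Reagent: 5 mM T5PNP; Dosing: 12.8 µM single point, 1% DMSO; Incubation: reaction 2 h, 37 °C; Detection: p-Nitrophenol epi absorbance; Read-out: % inhibition relative to enzyme-containing and enzyme-free wells; Replicates: single well per compound.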
Rev-erbA mod = modulators of human Rev-erb alpha DNA binding; activity, % at 10 µM; P20393; AID 1259318; Rev-erbα–FITC-DNA binding, fluorescence polarization, 90 min; hit rate 0.79% among 370,000;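 active = activity above about 14%, limit read from the data; passing the limit was not always enough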;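 note: 0% = DMSO wells with 35 nM protein and 100% = DMSO wells with 750 nM protein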
PRMT1 FP inh = blocks human protein arginine methyltransferase 1; Q99873; recombinant PRMT1, activity-based probe fluorescence polarization; inhibition, % at 2.79 µM; hit rate 1.3% among 370,000; AID 652257;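 active = inhibition above about 21% made by adding two undisclosed values, limit read from the data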
Target sequence (Q99873 whole entry, looked up): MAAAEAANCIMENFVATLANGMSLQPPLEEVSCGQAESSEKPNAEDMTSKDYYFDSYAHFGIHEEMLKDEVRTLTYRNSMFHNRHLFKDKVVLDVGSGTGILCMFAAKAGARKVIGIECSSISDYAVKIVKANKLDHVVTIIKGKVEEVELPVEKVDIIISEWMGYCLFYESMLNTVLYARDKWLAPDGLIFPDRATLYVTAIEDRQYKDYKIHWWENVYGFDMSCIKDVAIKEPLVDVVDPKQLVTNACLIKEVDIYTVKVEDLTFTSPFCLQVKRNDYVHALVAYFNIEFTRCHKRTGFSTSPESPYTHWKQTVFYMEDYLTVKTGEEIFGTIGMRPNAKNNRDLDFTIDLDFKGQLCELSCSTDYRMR
LEDGF integ inh = blocks HIV-1 LEDGF/p75-dependent DNA integration; AID 743269; hit rate 0.64% among 370,000; TR-FRET IN-LEDGF/p75 DNA integration, Eu/Cy5; inhibition, % at 3.7 µM;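 active = inhibition above the screen-wide mean plus 3 SD, cut at about 13% in these data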;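 note: signal is the Cy5 over europium emission ratio at 671 and 618 nm; 0% = plate median of compound wells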
rCAG RNA binder = r(CAG) repeat RNA binding. TO-PRO-1 dye displacement fluorescence. inhibition, % at 3 µM. hit rate 1.3% among 370,000. AID 651821;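 active = inhibition above the plate cutoff, the mean of all test compounds on that plate plus 3 SD, cut at about 35% in these data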;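 note: 0% = DMSO alone and 100% = 100 µM mitoxantrone as full dye displacement; higher means more dye released from RNA so lower well fluorescence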
SIAE primary = inhibitors of human sialic acid acetylesterase SIAE | Q9HAT2 | SIAE FP-Rh probe binding, fluorescence polarization | inhibition, % at 9.66 µM | hit rate 0.69% among 370,000 | AID 1053197;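 active = inhibition above a cutoff: mean of compounds within the control limits plus 3 SD of those, cut at about 17% in these data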;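 note: 0% = plate median of compound wells and 100% = probe without SIAE protein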
HTRA1 inhibitor = blocks human HTRA1 serine peptidase. Q92743. recombinant HTRA1, FP-rhodamine activity-based probe, fluorescence polarization. inhibition, % at 5.96 µM. hit rate 0.5% among 340,000; in the data active = inhibition above about 36%;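 note: 0% = enzyme with DMSO and 100% = wells lacking enzyme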
PG9 binder = PG9 antibody binding by small molecule | TR-FRET gp120-PG9 antibody binding | inhibition, % at 6.7 µM | hit rate 0.43% among 360,000; in the data active = inhibition above about 8.5%
The depositor's hits bear a star; . = not tested or not shown; & = joins results of further samples. A portion of the library; count on the stated rates, not on these rows.

SMILES	TCR-CD3 inh	ABHD4 inh	TDP2 absorb	Rev-erbA mod	PRMT1 FP inh	LEDGF integ inh	rCAG RNA binder	SIAE primary	HTRA1 inhibitor	PG9 binder
O=C(C1CCN(CCc2ccccc2)CC1)N1CCOCC1	-4	-3	-3	-6	0	-6	0	-2	6	-0.9
CC(=O)c1cccc(NC(=S)NC(=O)c2ccc(C)cc2)c1	3	-3	6	2	-2	-2	0	-8	-1	-0.1
COc1ccccc1N1CCN(C(=O)/C=C/c2ccco2)CC1	4	-3	-6	4	13	7	3	-4	1	1.0
COc1ccc(CCNC(=O)COC(=O)COc2c(C)cc(C)cc2C)cc1OC	-5	7	-4	-2	1	-7	-7	-7	-1	-0.6
CC[C@]12c3[nH]c4cc(-c5ccco5)ccc4c3CCN1C(=O)[C@@H](CC(=O)NC(C)(C)C)C[C@@H]2C(=O)N1CCN(C(=O)C2CC2)CC1	5	-2	-5	-4	14	-1	9	-9	3	1.8
O=C(CN1CCN(Cc2ccc(F)cc2)C1=O)NCc1cccs1	0	0	-8	7	0	-1	1	9	8	-0.4
Cc1ccc2c(c1)-n1c(nc3cc(F)ccc3c1=O)C(Cc1ccc(O)cc1)NC2=O (stereo unspecified)	1	-3	1	2	1	-1	-1	-4	.	0.1
Cc1cc(C)n(CC(=O)Nc2ccc(N3CCOCC3)c(Cl)c2)c(=O)c1C#N	1	-3	11	5	-2	-1	0	0	5	-2.3
O=C(COC(=O)Cc1ccc(Cl)cc1)NCc1ccc(Cl)cc1	0	7	-5	3	4	1	2	4	3	0.4
O=C(OCc1ccccc1)/C(=C/c1ccc(Cl)cc1)NC(=O)c1ccccc1Cl	4	3	3	-1	3	2	0	-3	-5	-0.3
O=C1c2ccccc2C(O)N1Cc1ccco1 (stereo unspecified)	6	3	4	7	0	-4	0	-10	-3	0.1
CN1CCN(c2ccc3c(c2)OC[C@@H](Cc2ccccc2)NS3(=O)=O)CC1	2	6	-3	5	4	2	0	9	.	-0.7
COc1ccc(/C=C/C(=O)N2CCN(c3ccccn3)CC2)c(OC)c1OC	0	-3	-18	-4	-4	3	-7	-2	5	-2.9
COc1ccc(CCNC(=O)Cn2nnc(-c3ccc(OC)c(OC)c3)n2)cc1OC	1	-5	9	4	-2	-1	-3	0	-2	0.2
COc1cccc(OC)c1C(=O)Nc1c(C)n(C)n(-c2ccccc2)c1=O	3	-3	-12	3	-3	-1	-1	-1	-3	0.0
O=C(COC(=O)c1cccc(S(=O)(=O)N2CCOCC2)c1)NC1CCCCC1	4	5	0	-8	0	0	0	3	8	-1.6
O=c1[nH]c(/C=C\c2ccccc2F)nc(O)c1[N+](=O)[O-]	3	-2	7	-3	3	2	2	-6	-1	0.1
CCCCC(=O)N1CCN(c2nc3ccc(Br)cc3s2)CC1	-4	-7	-2	0	0	0	-5	-8	-4	-0.8
CCOc1ccc(-n2ccnc(SCC(=O)NCCc3ccccc3)c2=O)cc1	7	2	-2	0	15	1	-7	3	3	0.1
Cc1ccc(S(=O)(=O)NCCOc2nc(N(C)C)nc(N(C)C)n2)cc1	4	0	3	-2	0	3	-2	1	1	-0.4
CN(CC(=O)Nc1cccc([N+](=O)[O-])c1)S(=O)(=O)c1ccccc1	6	-3	4	-2	-1	1	1	0	-6	-0.6
Cc1cccc(NC(=O)CCS(=O)(=O)c2ccc(Br)cc2)c1	3	-3	7	-3	-3	1	-4	-2	-3	0.5
CC(C)c1ccc(NC(=O)C2CC(=O)N(C(C)C)C2)cc1 (stereo unspecified)	-4	2	-2	-5	-4	-2	-7	4	-1	1.0
O=C(c1ccc(CS(=O)Cc2ccc(Cl)cc2)o1)N1CCN(c2cccc(Cl)c2)CC1 (stereo unspecified)	0	0	7	0	1	0	-4	9	-15	-1.9
COc1ccc(CCNC(=S)NCCc2ccc(OC)c(OC)c2)cc1OC	4&0	-4&6	8&-1	0&11	-2&-4	5&1	-1&-5	5&-7	2	0.0&-2.8
CCN(c1ccccc1)S(=O)(=O)c1cccc(C(=O)NCC(c2cccs2)N(C)C)c1 (stereo unspecified)	-5	4	5	-4	-1	-2	-5	-9	0	0.6
Cc1c(NC(=O)Cn2ccc([N+](=O)[O-])n2)c(=O)n(-c2ccccc2)n1C	2	-2	-15	-2	1	7	3	7	1	-0.9
Cc1ccc(CNC(=O)CSc2nnc(CNC(=O)c3ccc(F)cc3)o2)cc1	1	-5	9	-6	8	-2	0	3	-14	0.3
O=C(N/N=C/c1cccc(F)c1)c1c(O)c2ccccc2[nH]c1=O	7	-5	-6	0	-1	0	-2	-4	3	0.1
CCC(C)(c1nnnn1-c1c(C)cccc1C)N(N=O)c1ccccc1Cl (stereo unspecified)	1	-14	-9	-1	-3	9	0	-1	-24	-1.8
COC(=O)c1oc2ccc(Cl)cc2c1N	-7	0	1	5	2	2	-2	7	0	3.1
S=C(Nc1ccc2cn[nH]c2c1)Nc1ccccc1Cl	7	13	4	-4	0	-2	0	8	3	1.2
O=C(COCC(=O)N/N=C/c1ccc(F)cc1)N/N=C/c1ccc(F)cc1	0	9	8	-7	-4	-1	-5	-1	-7	-2.8
COc1cccc(/C=N\NC(=O)c2ccc(C)nc2)c1	0	4	-2	0	5	-4	-1	-6	5	-1.6
CCn1c(SCC(=O)Nc2nonc2C)nnc1-c1ccoc1C	5	5	-6	-1	-2	1	-4	1	4	-0.4
C=CCS/C(N)=N\N=C\c1cc(Br)cc([N+](=O)[O-])c1O	18	31*	-2	-7	6	-3	17	2	22	-0.8
CC(C)c1ccc(NC(=O)[C@@H](C)NC(=O)[C@@H]2Cc3ccccc3CN2)cc1	2	0	2	3	-10	5	-6	2	-2	-3.0
COc1ccc(CN2CCN(C(=O)C3CC(=O)N(C4CCCCCC4)C3)CC2)c(OC)c1OC (stereo unspecified)	-4	-2	-8	-9	1	-3	0	-1	2	0.9
CCOC(=O)N1CCN(CC(O)COc2c(C)cc(C)cc2C)CC1 (stereo unspecified)	-3	-5	-14	-6	4	7	-12	-2	0	0.3
CCc1nc2ccc(C(=O)NCCN3CCNC3=O)cn2c1N(CC)CCOC	0	-1	1	-5	2	0	0	4	.	-0.9
Cc1cc(C)c(-n2nnnc2SC(C)C)c(C)c1	-2	-7	-8	5	0	3	-3	5	-1	-4.7
COc1ccc(C[C@H]2c3cc(O)c(OC)cc3CC[N+]2(C)[O-])cc1O (stereo partly specified)	7	6	14	2	8	0	1	8	1	-10
CC1CC(C)CN(C(=O)C2CCN(S(=O)(=O)N3CCC4(CC3)OCCO4)CC2)C1 (stereo unspecified)	6	16	0	-7	3	1	-8	11	2	3.9
CCOc1ccccc1C(=O)NCCc1cnc[nH]1	4	5	-3	-1	-1	-4	-1	1	5	-0.5
CC(=O)Nc1sc2c(c1-c1nc3ccccc3s1)CCCN(C(C)C)C2	.	-14	-1	-2	0	3	.	-6	.	.
Cc1[nH]c2ccc(-c3nnc(SCC(=O)N4CCCc5ccccc54)o3)cc2c1C	3	-1	-1	8	-2	-2	-2	-3	3	-1.4
Cc1ccc(C(=O)Nc2nccs2)s1	6	-6	-2	12	-9	2	-3	-4	-6	-1.6
COc1ccc(C(=O)OCC(=O)Nc2c(C)n(C)n(-c3ccccc3)c2=O)cc1OC	-8	4	2	-5	-2	-4	1	1	7	0.8
CC(C)n1ncc2c(C(=O)Nc3cccc(S(=O)(=O)N(C)C)c3)cc(C3CC3)nc21	-7	-38	-5	2	1	2	6	-32	-49	1.5
CN1CCN(S(=O)(=O)c2ccc(N3CCN(c4ccccc4Cl)CC3)nc2)CC1	-1	4	7	-6	3	3	0	-1	-4	-1.1
COc1ccc(N2CCN(C(=O)c3ccc(CNS(=O)(=O)c4ccc(C)cc4)cc3)CC2)cc1	5	2	9	1	1	2	-4	5	-5	-0.4
Cc1ccc(C2NC(=O)Cc3ccccc32)cc1 (stereo unspecified)	4	-4	6	-5	3	-3	1	2	-1	0.2
CC(=O)N1CCN(C(=S)NCCc2ccccc2)CC1	3	7	3	4	0	-2	-1	3	2	-3.2
CCCC(=O)c1ccc(N2CCCCCC2)c(F)c1	6	9	8	0	-2	-1	0	3	-8	-0.4
COc1ccc(C(=O)OCC(O)COC(=O)c2ccc(OC)cc2)cc1	-7	-4	0	-6	4	-3	-5	-7	.	0.0
CCOc1ccccc1C1CC(c2cccc(NS(C)(=O)=O)c2)=NN1C(=O)c1ccccc1 (stereo unspecified)	2	-33	-18	9	-6	3	5	-5	-15	-2.4
Cc1ccnc(NC(=O)CCC(=O)N(CC(=O)NCc2ccc(F)cc2)c2ccc(F)cc2)c1	7	0	13	-4	2	1	-1	7	3	-0.9
Cc1ccc(-c2nnc(-c3cccnc3)o2)cc1	-7	3	11	3	0	-3	0	-5	3	-0.9
CN1C(=O)CC(NNC(=O)c2ccccc2)C1=O (stereo unspecified)	-4	-1	4	-2	0	-1	1	-3	1	1.7
COc1ccc(S(=O)(=O)N(C)c2ccc(C(=O)NC3CC3)cc2)cc1	-2	-1	-8	3	1	-1	-4	0	-3	-0.1

Other results.
SMILES	TCR-CD3 inh	ABHD4 inh	TDP2 absorb	Rev-erbA mod	PRMT1 FP inh	LEDGF integ inh	rCAG RNA binder	SIAE primary	HTRA1 inhibitor	PG9 binder
O=C(CSc1ncccn1)N1CCN(C(=O)CSc2ncccn2)CC1	9	5	-3	-5	-3	-2	0	-2	5	-1.0
CCNC(=O)C1CCCN(C(=O)c2ccc3c(c2)OCO3)CC1 (stereo unspecified)	-4	0	-2	2	-2	2	0	0	.	-1.2
CCn1c(=O)n(CC)c2cc(N3CCCC3)c(NC(=O)c3ccc(C)cc3)cc21	5	2	3	8	-4	4	-1	-1	2	-7.5
O=C(c1cccc(Cl)c1)N1CCC(=O)N(C(COCc2cccc(Cl)c2)Cc2ccccc2)CC1 (stereo unspecified)	-4	-7	-3	-2	1	0	8	4	-46	0.2
CCN1C(=O)c2cccc3c(S(=O)(=O)N(C(C)=O)c4ccc(OC(C)=O)cc4)ccc1c23	-5	1	1	0	4	-3	2	-1	1	2.9
COc1ccc2[nH]c(C(=O)N(C)c3ccc(F)cc3F)cc2c1	-4	-1	-19	4	7	-2	-3	-11	-8	-1.7
CN(CC(=O)Nc1sccc1C(N)=O)S(=O)(=O)c1ccc(Cl)cc1	-7	-17	-11	-3	10	-5	10	0	-3	1.0
COc1ccc(OC)c(NC(=O)CCN2CC(C)OC(C)C2)c1 (stereo unspecified)	-4	-1	-3	6	-2	3	-4	-3	6	0.4

Limited to ABHD4 inh, rCAG RNA binder and SIAE primary (3 entries from above):
mol | ABHD4 inh | rCAG RNA binder | SIAE primary
O=C(c1cccc(Cl)c1)N1CCC(=O)N(C(COCc2cccc(Cl)c2)Cc2ccccc2)CC1 (stereo unspecified) | -7 | 8 | 4
CCN1C(=O)c2cccc3c(S(=O)(=O)N(C(C)=O)c4ccc(OC(C)=O)cc4)ccc1c23 | 1 | 2 | -1
COc1ccc2[nH]c(C(=O)N(C)c3ccc(F)cc3F)cc2c1 | -1 | -3 | -11
